Source: PubChem
ALOX12 inh – ALOX12 (human) lipoxygenase inhibition. P18054. purified 12hLO, xylenol orange hydroperoxide absorbance. Potency, µM (series often up to 108 µM), inactives show at the top dose activity change, negative = inhibition, hits mostly inhibitors. hit rate 1.1% among 580,000; active = well fitted inhibition curve with a large enough effect; inconclusive = small, poorly fitted or top-dose-only effect, or another doubt; inactive = no such curve, though single readings can be large or run the other way
Target sequence (P18054 whole entry, looked up): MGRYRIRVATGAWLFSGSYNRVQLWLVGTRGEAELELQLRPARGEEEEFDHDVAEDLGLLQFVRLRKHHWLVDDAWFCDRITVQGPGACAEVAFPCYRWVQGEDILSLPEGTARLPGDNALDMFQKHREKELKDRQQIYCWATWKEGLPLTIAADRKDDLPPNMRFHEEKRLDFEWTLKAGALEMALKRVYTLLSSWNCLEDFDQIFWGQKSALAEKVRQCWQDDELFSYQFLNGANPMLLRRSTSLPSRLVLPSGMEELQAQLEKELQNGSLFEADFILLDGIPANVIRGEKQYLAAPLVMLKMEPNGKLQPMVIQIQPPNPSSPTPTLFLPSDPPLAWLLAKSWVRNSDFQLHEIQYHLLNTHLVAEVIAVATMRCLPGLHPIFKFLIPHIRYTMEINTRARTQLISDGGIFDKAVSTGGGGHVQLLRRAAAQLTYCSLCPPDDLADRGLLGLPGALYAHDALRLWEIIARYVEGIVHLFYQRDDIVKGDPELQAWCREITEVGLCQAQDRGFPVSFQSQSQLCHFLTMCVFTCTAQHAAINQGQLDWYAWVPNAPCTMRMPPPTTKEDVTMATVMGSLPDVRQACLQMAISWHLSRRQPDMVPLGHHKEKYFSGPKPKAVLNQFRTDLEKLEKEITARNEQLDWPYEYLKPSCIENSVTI
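Purified human 12hLO at 150 nM in 25 mM Hepes, 0.01% Triton X-100, pH 7.0, preincubated 15 min at room temperature with compound. Reaction started with 40 uM arachidonic acid, 30 min at room temperature. Hydroperoxide measured by Fe-xylenol orange, 573/405 nm absorbance ratio.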
Active calls of the source: *; ? = inconclusive; [ ] = another dose, or the depositor's remark. % is set by controls: 0 for no effect and ±100 for the full control effect; potency is the fitted concentration of half-maximal effect.

SMILES	ALOX12 inh
N#Cc1ccccc1COC(=O)/C=C/c1ccc(OC(F)F)cc1	?
CCC(=O)N1CCOc2ccc(CN3CCCCC3)cc2C1	29%
CN1CCC(Nc2nccc(C3(c4ccccc4Cl)CCNCC3)n2)CC1	?
CCC(CC)NC(=O)COC(=O)c1cc(S(=O)(=O)N(CC)CC)ccc1N1CCCCC1	?
COc1ccc(CCNC(=O)c2csc(NC3CC3)n2)cc1OC	8%
CS(=O)(=O)N1C[C@@H](C(=O)Nc2ccc(N3CCOCC3)cc2)[C@H](c2ccncc2)C1	7%
COc1ccc(NC(=O)C23CCC(=O)N2c2ccccc2C(=O)N3)cc1Cl (centres undefined)	?
Cc1ccc2c(c1)N1C(=O)OC[C@@H]1CCN(C(C)C)C2	37%[activator][176 µM]
Cc1ccc(Nc2nnc(SCC(=O)NC(C)(C)C)s2)cc1C	-7%
CN1C(=O)CCC2(CNC(=O)c3cn[nH]c3-c3ccccc3)CCC=C12 (centres undefined)	40%[activator]
CC1Oc2ccc(NC(=O)c3ccc(Cl)c(Cl)c3)cc2CN(Cc2ccccc2F)C1=O (centres undefined)	-14%
O=C(NCCc1ccc(OC(F)F)cc1)c1nn(Cc2ccccc2)c(=O)c2ccccc12	12%
COc1cc(C(=O)NCCc2csc(-c3ccccn3)n2)cc(OC)c1OC	25%
CCOP(=O)(OCC)c1nc(-c2ccc([N+](=O)[O-])cc2)oc1NCc1ccc(F)cc1	?
O=C(CCl)Nc1ccc2c(c1)CCC2	?
COCCOc1ccc2c(n1)CCN(C(=O)Nc1ccccc1C)C2	7%
CC(C)(C)n1nc(C2CC2)c(Br)c1NC(=O)c1ccc(Cl)cc1	-11%
Cc1ccccc1CSc1nc2sc(C)c(C)c2c(=O)n1CCCN1CCOCC1	?
CN1[C@@H](CCC(=O)N2CCN(c3ccccn3)CC2)CNC(=O)[C@@H]2[C@H]1CCN2Cc1csnn1	9%
CCc1noc(C)c1C(=O)OCC(=O)c1c[nH]c2c(CC)cccc12	?
CC[C@H]1CN(C(=O)NC(C)C)CC[C@H]1CC(=O)Nc1ccccc1	30%[176 µM]
COc1cc(OC)cc(C(=O)Nc2ccc3oc(-c4ccccc4Cl)nc3c2)c1	?
Cc1cccc(-c2nnc(SCc3coc(-c4cccs4)n3)n2C)c1	-16%
OC1CCCN(c2ccc(-c3nc(-c4cccc(C(F)(F)F)c4)no3)cn2)C1 (centres undefined)	30%[activator]
Cc1sc2ccn(C)c(=O)c2c1C(=O)N1CCN(c2ccc(F)cc2)CC1	40%[activator]
CCCC(C)N(C)CC(=O)NC1(C#N)CCCCCC1 (centres undefined)	-15%
O=C(COc1ccccc1)N1CCC(Oc2cnc3c(ccn3-c3cncnc3)c2)CC1	?
COCCc1noc(-c2ccccc2OC2CN(C(=O)c3cnccn3)C2)n1	12%
CCNC(=O)/C=C/c1ccc(C(=O)OC)cc1	30%[activator]
CC(C)CCN1CC2(CCN(C(=O)C3CC34CCCC4)CC2)OC1=O (centres undefined)	15%
C=C(C)CC(Nc1ccccc1C)c1ccco1 (centres undefined)	?
O=C(Nc1cccc2ccccc12)c1cccn2c(-c3ccccc3F)nnc12	?
Cc1ccsc1C(=O)C1CCCN(Cc2ccc(OC(C)C)c(CO)c2)C1 (centres undefined)	-4%
COc1ccc(-c2c(C)oc3cc(OC(=O)c4ccccc4)ccc3c2=O)cc1OC	-7%
O=c1cc(-c2ccncc2)oc2c(-c3cccc(O)c3)nccc12	-10%[176 µM]
CCOc1ncccc1C(=O)N1CCC(Cc2cccc(C(N)=O)c2)C1 (centres undefined)	-5%
COc1ccccc1C(=O)NC1CCN(c2cc(-c3ccccc3)[nH]n2)C1 (centres undefined)	27%
COc1ccc(C(=O)Nc2ccc3oc(-c4ccccc4)cc(=O)c3c2)cc1OC	7%
O=C(O)CC[C@@H]1CN(C(=O)Cc2ccc(CO)cc2)CC[C@@H]1N1CCOCC1	46%[activator]
CCn1cnc2c1c(=O)n(CC(=O)NC(=O)NCc1ccccc1)c(=O)n2Cc1ccccc1	-3%

Part of the list above, reformatted.
| structure | ALOX12 inh |
| --- | --- |
| Cc1cccc(-c2nnc(SCc3coc(-c4cccs4)n3)n2C)c1 | -16% |
| Cc1sc2ccn(C)c(=O)c2c1C(=O)N1CCN(c2ccc(F)cc2)CC1 | 40%[activator] |

Next section.
SMILES	ALOX12 inh
COc1ccc(C(=O)NC2CCN(c3cnn(C)c(=O)c3)CC2)c(OC)c1	0%
CC(=O)Nc1cc(C(=O)N2CCN(C(=O)c3ccco3)CC2)cc2ncn(CCc3ccccn3)c12	-21%
CN(CCc1ccccc1)C(=O)Cn1cc(C(N)=O)c2ccccc21	50%[activator]
O=C(NCc1ccccc1)NCC1(c2ccccc2)CC1	9%
CCCCn1c(=O)n(CC(O)COc2cccc3ccccc23)c(=O)c2c1ncn2C1CCCC1 (centres undefined)	13%
CCN(C(=O)C(=O)c1c(C)n(C)c2ccccc12)c1ccc(OC)cc1	-5%
COc1ccccc1OC1(C(=O)O)CCN(C(=O)CCC2CC2)CC1	50%[activator]
COc1ccc(C(=O)N2CCCN(c3cc(-c4ccc(C)c(C)c4)[nH]n3)CC2)c(OC)n1	34%[activator]
CC(C)CN(CCNC(=O)COCc1cc(-c2cccs2)on1)CC(C)C	-12%
Cc1cnc(C(=O)NC2C[C@H]3CC[C@@H](C2)N3C(=O)c2cc(C)n(C)n2)cn1 (some centres undefined)	26%
O=C(CSc1nc2ccccc2c(=O)n1CC1CCCO1)Nc1cccc(C(F)(F)F)c1 (centres undefined)	?
N#C/C(=C/c1ccc(OC(F)F)cc1)C(=O)Nc1cccc(C(F)(F)F)c1	-6%
CN(C)c1oc(-c2ccco2)nc1S(=O)(=O)c1ccc(Cl)cc1	?
Nc1ccc(-c2ccc3ncc4ccc(=O)n(-c5cccc(C(F)(F)F)c5)c4c3c2)cn1	-16%[57.4 µM]
CCn1ncc(N2CCCC(CC(=O)Nc3ccc(C)cc3C)C2)cc1=O (centres undefined)	41%[activator]
CCSc1ccccc1C(=O)NC(C)(C)C	-8%
COCCOC1CCOC2(CCN(C(=O)c3cc(C)nn3C)CC2)C1 (centres undefined)	-1%
O=[N+]([O-])c1ccc(-n2ccc3ccccc32)cc1	?
Cc1nn(C)c(C)c1CCCN(C)C(=O)c1ccc2c(c1)C(O)CCCCCN2C (centres undefined)	76%[activator]
Cc1noc(-c2ccc(OC3CN(S(=O)(=O)c4c(C)nn(C)c4C)C3)cc2)n1	14%

Six compounds from above, sorted by length of the SMILES, largest number first:
SMILES	ALOX12 inh
Cc1cnc(C(=O)NC2C[C@H]3CC[C@@H](C2)N3C(=O)c2cc(C)n(C)n2)cn1 (some centres undefined)	26%
CCCCn1c(=O)n(CC(O)COc2cccc3ccccc23)c(=O)c2c1ncn2C1CCCC1 (centres undefined)	13%
Cc1noc(-c2ccc(OC3CN(S(=O)(=O)c4c(C)nn(C)c4C)C3)cc2)n1	14%
CCn1ncc(N2CCCC(CC(=O)Nc3ccc(C)cc3C)C2)cc1=O (centres undefined)	41%[activator]
COCCOC1CCOC2(CCN(C(=O)c3cc(C)nn3C)CC2)C1 (centres undefined)	-1%
O=C(NCc1ccccc1)NCC1(c2ccccc2)CC1	9%

Carrying on.
SMILES	ALOX12 inh
O=C1CCCCC1Sc1nc2cc(Cl)ccc2s1 (centres undefined)	?
Cc1[nH]c2c(c1C(=O)NC1CC(c3nnc(CN(C)C)n3C)C1)C(=O)CCC2 (centres undefined)	?
CN1CCN(c2cc(=O)c3ccnc(-c4cccc(CO)c4)c3o2)CC1	?
CCC1CCCCN1C(=O)C1CC1 (centres undefined)	6%
O=C(Nc1ccccc1)O[C@@H]1CO[C@H]2[C@@H]1OC[C@@H]2NC(=O)C1CCC1	-6%[176 µM]
Cc1ccc2c(c1)CCCN2C(=O)CN1CCn2nc(CO)cc2C1	29%
COC(=O)C1CN(C2CCCC2)CCS(=O)(=O)N1Cc1cn(Cc2ccccc2)nn1 (centres undefined)	?
COCc1ccc2c(c1)c(OC(C)(C)C(=O)NCCN(C)C)nn2Cc1ccccc1	21%[176 µM]
N#Cc1cnc(N2CCN(Cc3cncnc3)CC2)nc1N	44%
CCN(C(=O)/C=C/c1cccs1)C1CCCCC1	0%
COc1ccc(C(=O)N2CCC(O)(CO)CC2)c(OC)c1OC	23%
O=C(NC(Cc1ccccc1)C(=O)N1CCN(c2ncccn2)CC1)c1ccco1 (centres undefined)	-10%
Cc1nc(C)c(C(=O)N2CCC3(CC2)CC(N2CCCC2)CCO3)s1 (centres undefined)	58%[activator]
CC(=O)N1CCC(N2C[C@H](O)C[C@H]2c2nc(-c3ccccc3)no2)CC1	3%[176 µM]
O=C(NCC(c1ccco1)N1CCOCC1)c1sc2ccccc2c1Cl (centres undefined)	-3%
N#CC1(NC(=O)CSc2nccn2C2CC2)CCCCCC1	18%
O=C(NCCN1CCOCC1)c1ccc(CN2CC(=O)N3CCCCC3C2=O)cc1 (centres undefined)	15%
O=C(c1cnn(Cc2ccccc2)c1)N1CCCn2nc(CO)cc2C1	123%[activator]
COP(=O)(OC)c1nc(-c2cccs2)oc1NCc1ccccc1	-35%
CC(/C=C/c1ccccc1)=N\NC(=O)c1ccc(C(C)(C)C)cc1	53%[activator]

A stretch from the list above:
SMILES	ALOX12 inh
O=C(NCC(c1ccco1)N1CCOCC1)c1sc2ccccc2c1Cl (centres undefined)	-3%
N#CC1(NC(=O)CSc2nccn2C2CC2)CCCCCC1	18%
O=C(NCCN1CCOCC1)c1ccc(CN2CC(=O)N3CCCCC3C2=O)cc1 (centres undefined)	15%
O=C(c1cnn(Cc2ccccc2)c1)N1CCCn2nc(CO)cc2C1	123%[activator]
COP(=O)(OC)c1nc(-c2cccs2)oc1NCc1ccccc1	-35%
CC(/C=C/c1ccccc1)=N\NC(=O)c1ccc(C(C)(C)C)cc1	53%[activator]

Going on with the list:
SMILES	ALOX12 inh
CC(C)c1ccc(S(=O)(=O)N2CCN(CCS(=O)(=O)CCC(N)=O)CC2)cc1	15%
COC(=O)c1cc2c(c3c4cc(F)ccc4n(S(=O)(=O)c4ccccc4)c13)C(=O)N(C)C2	-12%
CCOc1ccccc1C1NC(=O)N(CC(=O)Nc2ccc(F)c(Cl)c2)C2=C1C(=O)OC2 (centres undefined)	-7%
C=CCn1cnnc1SCc1cc(=O)oc2cc(C)c(C(C)C)cc12	-54%
Cc1ccc(C)c(NC(=O)CCC2CCCC2)c1	-26%
O=C1CO[C@H]2CN(c3ncccn3)C[C@H]2N1Cc1ccccc1	73%[activator][176 µM]
COCc1cc(C[C@@H]2CC[C@H](O)[C@@H](CN(C)C)O2)no1	-7%[176 µM]
CCN(CC)CCCOC(=O)c1ccccc1	-25%
Cc1cccc(OCC(=O)Nc2onc3c2CC(C)CC3)c1 (centres undefined)	10%
CNC(=O)[C@@H]1CN(C(=O)c2cocn2)C[C@H]1COC	27%
Cc1cccc(=O)n1CCCn1cc(C2CCCNC2)nn1 (centres undefined)	30%
COc1cc2cc(C(=O)NCCCN(C)C)[nH]c2cc1OC	2%
COc1cccc(CC(=O)NCCc2noc(-c3cccnc3)n2)c1	19%
COc1cccc(CNC(=O)CN2CCCc3nc(C4CC4)ncc3C2=O)c1OC	2%
CNC(=O)[C@H]1C[C@H](Oc2cccnc2)CN1C(=O)NCC(C)C	40%[activator]
O=C(N[C@@H]1CN(C2CCOCC2)CC[C@@H]1CO)c1ccccc1	12%
COc1ccc(CNC(=O)Cn2cccc2-c2nc(-c3ccccc3)no2)cc1	-2%
COCC(=O)N[C@@H]1CN(Cc2ccc(O)cc2)CC[C@@H]1CO	0%
COc1cccc(CCC(=O)N2CCC(Oc3ccc(-c4noc(C5CC5)n4)cc3)C2)c1 (centres undefined)	?
COC(=O)COc1ccc2c3c(c(=O)oc2c1)CCC3	?
CC1(C)[C@H](Cc2cc(-c3ccc(F)cc3)on2)C[C@@H]1NC1CCOCC1	12%[176 µM]
CSc1nc2ccc(NC(=O)Cc3cccc(C(F)(F)F)c3)cc2s1	-10%
CS(=O)(=O)c1ccc(OCC2(CNCc3ccc(F)cc3)C[C@@H](O)[C@@H](O)C2)cc1 (some centres undefined)	2%
CC(=O)c1c(C)nc(C2CC2)nc1SCC(=O)NC(C)C12CC3CC(CC(C3)C1)C2 (centres undefined)	-9%
CCc1ccc(C(=O)NCC(C)C)o1	0%
CN(C)c1nc(-c2ccccc2)nc2c1CCN(C(=O)c1ccncc1)C2	14%
CCOc1cc(CNCC(O)c2ccccc2)ccc1Oc1nnnn1-c1ccccc1 (centres undefined)	?
COc1ccc2c(c1)[C@@H](NC(=O)OCc1ccccc1)[C@H](C)[C@@H](c1ccccc1)N2Cc1cccc(F)c1	?
COc1cccc(CC2(CO)CCCN(C(=O)c3cn4ccsc4n3)C2)c1 (centres undefined)	58%[activator]
Cc1cc(N2CCC3(CC2)CC(c2ccccc2)C(=O)N(C2CC2)C3)nc(N)n1 (centres undefined)	32%[activator]
CC(C)c1nc2c(c(-c3ccc(Cl)cc3)n1)CCN(Cc1ccsc1)CC2	?
CO[C@H]1[C@H](NC(=O)c2ccco2)c2ccccc2C12CCN(Cc1cccn1-c1ccccn1)CC2	6%
COc1cc(NC(=O)c2cc3c(N4CCSCC4)nc(C)cn3n2)cc(OC)c1	26%
CCO[C@H]1CN(C(=O)CCc2nc3c(C)c(C)ccc3[nH]2)C[C@@H]1O	?
COc1ccc(C2Cn3cnc(C(=O)N4CCC(C(=O)Nc5ccc(F)c(C)c5)CC4)c3CO2)cc1 (centres undefined)	17%
COc1cccc(CCC(=O)N2CCCN(C)c3ccccc32)c1	?
CC1=C[C@@H](CNS(C)(=O)=O)[C@H](C(C)C)C[C@H]1CC(=O)Nc1ccccn1	1%[176 µM]
CCNC(=O)CCc1c(C)nn(-c2ccccc2)c1Oc1ccccc1	47%[activator]

Some of the compounds tested. The share of hits here may be higher or lower than overall.
